# MrgX1 antagonist = antagonists of human MrgX1 receptor, primary screen, HEK293 cells, Fluo-4 calcium flux | Mas-related G-protein coupled receptor member X1 (Homo sapiens), Q96LB2 | BAM8-22 antagonism; stronger effect = lower value | B-score at 10 µM | 1.3% of 310,000 active | AID 588676, 2011;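 active = calcium-response B-score plate-corrected more than 3 library SD below zero, starting fluorescence within 5 deviations, no agonist response on first addition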;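 also: peak minus trough fluorescence over baseline after final BAM8-22 challenge near maximal dose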
# Target sequence (Q96LB2 whole entry, looked up): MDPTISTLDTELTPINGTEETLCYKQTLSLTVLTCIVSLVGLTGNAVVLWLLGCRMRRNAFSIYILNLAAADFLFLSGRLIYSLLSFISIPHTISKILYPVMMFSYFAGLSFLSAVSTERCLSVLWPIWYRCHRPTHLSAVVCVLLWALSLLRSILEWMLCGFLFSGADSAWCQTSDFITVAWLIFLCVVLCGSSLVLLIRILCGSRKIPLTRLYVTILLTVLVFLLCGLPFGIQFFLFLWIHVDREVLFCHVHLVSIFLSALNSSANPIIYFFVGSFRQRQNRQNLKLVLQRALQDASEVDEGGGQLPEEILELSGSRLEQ
# HIF activator = HIF pathway transcriptional activators, primary screen, cell-based, U2OS HRE-luciferase, luminescence. U2OS HRE-luciferase reporter; normalized: DMSO 0%, desferrioxamine 100%. activation, % at 7.5 µM (by protocol). 0.32% of 300,000 active. AID 1910, 2009;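 active = mean activation of at least 10% of the iron chelator positive control signal, with at least half of replicates also reaching 10%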
# TRPC4 potent = positive allosteric modulators of TRPC4, primary screen, cell-based, mouse TRPC4beta, HEK293 mu-opioid, Fluo-4 calcium; Short transient receptor potential channel 4 (Mus musculus), Q9QUQ5; DAMGO EC20, Fluo-4 Ca2+ flux; stronger effect = higher value; B-score at 10 µM; 0.42% of 310,000 active;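 active = B-score of calcium response area above 5 SD of library B-scores, with initial fluorescence ratio within 5 SD of library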;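 also: B-score of integrated fluorescence ratio over time as area under calcium response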
# SKKanGAS inh = S. pyogenes SKKanGAS growth inhibitors in kanamycin, primary screen, streptokinase expression inhibitor project, SKKanGAS strain, BacTiter-Glo luminescence | 6 h | inhibition, % at 7.5 µM | 1.3% of 300,000 active | AID 1662, 2009;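 active = mean replicate score, as percent of positive control median, at least 50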;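 also: strain carries kanamycin resistance gene driven by streptokinase promoter and grows in 40 µg/ml kanamycin; loss of luminescence reflects streptokinase promoter inhibition or plain growth inhibition; 0% = median of DMSO wells and 100% = positive control at its reference dose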
# TRPC6 inh = mouse TRPC6 channel inhibitors, primary screen, cell-based, HEK293, membrane potential dye. Short transient receptor potential channel 6 (Mus musculus), Q61143. ACh-evoked depolarization; stronger effect = lower value. B-score at 10 µM. 1.1% of 310,000 active. AID 2553, 2010;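 active = B-score under library mean minus 3 SD, initial fluorescence not abnormally high, positive integrated signal ratio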;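 also: B-score derived from integrated fluorescence ratio over the kinetic read; more negative B-score means stronger inhibition of depolarization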
# KLF5 inhibitor = KLF5 expression inhibitors, primary screen, DLD-1 cells, luminescence; DLD-1 KLF5 promoter-luciferase reporter; inhibition, % at 5 µM; 0.23% of 290,000 active; AID 1700, 2009;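 active = inhibition above a per-plate limit of that plate's mean compound inhibition plus 3 SD, cut at about 60% in these data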;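 also: 0% = DMSO wells and 100% = LY294002 at 200 µM; higher means less KLF5 promoter-driven luciferase light; inactives centre near -14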
# TRPC6 activator = mouse TRPC6 channel activators, primary screen, cell-based, HEK293, membrane potential dye; Short transient receptor potential channel 6 (Mus musculus), Q61143; HEK293-TRPC6 membrane potential dye fluorescence; stronger effect = higher value; B-score at 10 µM; 0.13% of 310,000 active;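 active = B-score of the integrated fluorescence ratio above library mean plus 3 SD, and starting fluorescence ratio within library mean plus 5 SD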;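 also: higher score means more depolarization so channel activation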
# TRPC4 agonist = activators of mouse TRPC4 channel, primary screen, Fluo4 calcium, HEK293 TRPC4beta/mu-opioid cells; Short transient receptor potential channel 4 (Mus musculus), Q9QUQ5; Fluo4 calcium fluorescence; stronger effect = higher value; B-score at 10 µM; 0.49% of 310,000 active;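 active = B-score above 5 SD of library B-scores, and initial fluorescence ratio not above library mean plus 5 SD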;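 also: positive B-score marks a calcium rise read as TRPC4 activation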
#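 Material: TRPC4beta and mu-opioid receptor HEK293 stable cells | Incubation: 45 min room-temperature Fluo4 loading, 110 s read | Detection: Kinetic Fluo4 calcium fluorescence | Measure: Integrated baseline-normalised fluorescence ratio, converted to per-well B score | Benchmarks: Low control buffer alone, high control maximal DAMGO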
# IEC-6 tox = cytotoxicity in IEC-6 intestinal epithelial cells, primary screen, cytotoxicity control for KLF5 inhibitor project, cell-based, luminescence | AID 1825, 2009 | inhibition, % at 5 µM | IEC-6 cytotoxicity, luminescence viability | 0.78% of 290,000 active; in the data active = inhibition above about 22%;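 also: 0% = plate median of test compound wells and 100% = cytotoxic reference compound wells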
# TRPC4 inh = inhibitors of mouse TRPC4 channel, primary screen, Fluo4 calcium, HEK293 TRPC4beta/mu-opioid cells; Short transient receptor potential channel 4 (Mus musculus), Q9QUQ5; DAMGO-evoked Fluo4 calcium flux; stronger effect = lower value; B-score at 10 µM; 0.39% of 300,000 active; AID 2247, 2010;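 active = B-score over 3 SD under the library average, no early fluorescence shift, positive overall ratio signal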
#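 Material: HEK293 cells with stable TRPC4beta plus mu-opioid receptor expression / Probe or stimulus: DAMGO in two steps, submaximal then maximal / Compound: single concentration per test compound / Technique: kinetic Fluo4 fluorescence imaging of calcium influx / Read-out: per-well B score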
# aSyn 5UTR inh = MLPCN primary screen, SNCA 5' untranslated region; AID 1813, 2009; 0.82% of 300,000 active; inhibition, % (tested at 7.5 µM); alpha-synuclein 5'UTR reporter, inhibitor activity; in the data active = inhibition above about 60%;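 also: H4 neuroglioblastoma cells stably carrying SNCA 5'UTR luciferase fusion; 0% = DMSO wells and 100% = positive control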
# Active calls of the source: *; i = inactive; . = no result given.
SMILES,MrgX1 antagonist,HIF activator,TRPC4 potent,SKKanGAS inh,TRPC6 inh,KLF5 inhibitor,TRPC6 activator,TRPC4 agonist,IEC-6 tox,TRPC4 inh,aSyn 5UTR inh
CCCCN(Cc1ccc(C(=O)N[C@H](C(=O)O)C(C)C)cc1)C(=O)C(c1ccccc1)c1ccccc1,i,-0.4,i,5,i,.,i,i,.,i,2
Cc1onc(C(=O)N2C(C)CCCC2C)c1[N+](=O)[O-] (stereo unspecified),i,-0.3,i,-10,i,-6,i,i,2,i,-14
Cc1nc(SCC(=O)CC(=O)OC(C)C)c(C#N)c(C)c1C,i,0.1,i,-9,i,-36,i,i,5,i,-10
CCCn1c(SCC(=O)c2ccc3c(c2)OCCO3)nc2c1c(=O)n(C)c(=O)n2C,.,1.7,i,13,i,-27,i,i,2,i,37
Cc1ccccc1N1CCN(S(=O)(=O)CC23CCC(CC2=O)C3(C)C)CC1 (stereo unspecified),i,-0.8,i,-4,i,8,i,i,2,i,3
COc1nn(-c2ccccc2)c(=O)c(Cl)c1Cl,i,-3.4,i,-7,i,-7,i,i,100*,i,-347
CN(C)N=C1c2cc(S(=O)(=O)N(C)C)ccc2-c2ccc(S(=O)(=O)N(C)C)cc21,i,-0.2,i,-2,i,-20,i,i,4,i,30
O=C(COC(=O)c1cccs1)NCCC1=CCCCC1,i,0.0,i,-1,i,-9,i,i,-6,i,-1
CCNS(=O)(=O)c1ccc2c3c(cccc13)C(=O)N2,i,0.6,i,-10,i,-8,i,i,1,i,7
Cn1c(=O)c2c(ncn2CCCC(=N)N2CCOCC2)n(C)c1=O,i,-0.2,i,3,i,1,i,i,0,i,-4
Cc1nn(-c2ccccc2)c2c1cc1c(=O)n(C)c(=O)nc-1n2-c1ccccc1F,i,-0.1,i,-6,i,-27,i,i,0,i,1
COc1ccc(S(=O)(=O)N(c2onc(C)c2Cl)S(=O)(=O)c2ccc(OC)c(OC)c2)cc1OC,i,-0.5,i,4,i,17,i,i,2,i,-11
O=C(Nc1ccccc1)Nc1nnc(-c2ccccc2)s1,i,2.1,i,-9,i,-32,i,i,0,i,-162
Cn1nnc2cc(C(=O)N3CCCCCC3)ccc21,i,0.0,i,-16,i,13,i,i,-2,i,4
COc1ccccc1-c1nnc(SC2CCc3ccccc3NC2=O)s1 (stereo unspecified),-6.4*,-0.5,i,19,i,-53,i,i,2,i,13
CN(C1CCCCC1)C(CNS(=O)(=O)c1ccc(Cl)cc1)c1ccccc1 (stereo unspecified),i,-1.5,i,-2,i,5,i,i,-4,i,2
CCOc1ccc(NC(=O)c2c(NC(=O)CN3CCCC3)sc3c2CCC3)cc1,i,-0.1,i,17,i,-28,i,i,1,i,-19
COc1ccc2oc(C(=O)OC(C)C(=O)N(C)c3ccccc3)c(C)c2c1 (stereo unspecified),i,-9.2,i,-2,i,.,i,i,.,i,6
Cc1ccc(N(CC(=O)NC2CC2)S(=O)(=O)c2ccccc2)c(C)c1,i,-0.7,i,-5,i,-5,i,i,-5,i,7
CC(=O)c1ccc(NC(=O)Cc2cccs2)cc1,i,2.2,i,-3,i,-88,i,i,0,i,-84
Cc1ccc(S(=O)(=O)N2CC(=O)Nc3ccccc32)c(C)c1NS(C)(=O)=O,i,-0.8,i,-2,i,-33,i,i,1,i,-7
Cc1ccccc1OCCC(=O)OCC(=O)N1c2ccccc2NC(=O)C1(C)C,i,-0.7,i,-2,i,.,i,i,.,i,1
Cc1ccc(C(=O)O)cc1NC(=O)Nc1ccc2c(c1)OCO2,i,1.4,i,-1,i,-38,i,i,0,i,-20
CN1CCN(c2ccc(NC(=S)NC(=O)/C=C/c3ccco3)cc2)CC1,i,4.5,i,-1,i,-119,i,i,-2,i,-147
O=C(NCc1ccco1)c1ccc2snnc2c1,i,-0.2,i,-2,i,-11,i,i,-6,i,5
C=CCc1cccc2cc(C(=O)N3CCN(C(=O)OCC)CC3)c(=O)oc12,i,-0.4,i,6,i,7,i,i,-5,i,12
COc1ccc(NC(=O)c2cccc(NC(=O)c3ccccc3)c2)c(OC)c1,i,-0.4,i,-8,i,-27,i,i,0,i,8
Cc1ccc(-n2c(O)c(/C=C3/C(c4ccccc4)=Nc4ccccc43)c(=O)[nH]c2=O)cc1,i,2.7,i,-3,i,28,i,i,66*,i,-4
COc1ccc(NC(=O)N2CCCC2C(=O)Nc2ccc(C)cc2)cc1 (stereo unspecified),i,-0.2,i,-4,i,-19,i,i,4,i,-7
CCNC(=O)c1c(O)c2ccccc2[nH]c1=O,i,0.2,i,-1,i,-4,i,i,-3,i,-1
CCC(=O)N1CCCc2cc(S(=O)(=O)N3CCN(C4CCCCC4)CC3)ccc21,i,0.3,i,18,i,.,i,i,.,i,12
COc1cccc(C2CC(=O)NC3=C2C(=O)CCC3)c1 (stereo unspecified),i,-0.9,i,-5,i,-18,i,i,-2,i,-3
C(=C\c1ccccc1)/C=N/Nc1nc2ccccc2s1,i,.,i,4,i,-94,i,i,2,i,-191
COc1cc(-c2nnc(NC(=O)CS(=O)(=O)c3ccc(F)cc3)o2)cc(OC)c1OC,i,0.0,i,-3,i,.,i,i,.,i,7
CCOc1ccc(-n2c(SCC(=O)Nc3ccc(C(=O)O)cc3)nc3ccccc3c2=O)cc1,i,-0.1,i,30,i,-11,i,i,-4,i,14
COc1ccc(/C(N)=N/OC(=O)CC2CCCCC2)cc1OC,i,1.7,i,-2,i,-46,i,i,2,i,-60
Cc1cc(NC(=O)COC(=O)c2n[nH]c3ccccc23)no1,i,1.5,i,-4,i,-6,i,i,0,i,-27
CN(C)c1ccc(NS(=O)(=O)c2cc3c4c(c2)CC(=O)N4CCC3)cc1,i,0.4,i,6,i,-11,i,i,1,i,-24
O=C(Nc1ccc2ccccc2c1)C(=O)C1C(=O)Nc2ccccc21 (stereo unspecified),i,1.0,i,0,i,-4,i,i,-1,i,-35
COCc1c(C(=O)OC)nnn1-c1ccc(C(F)(F)F)cc1[N+](=O)[O-],i,-0.6,i,-5,i,-20,i,i,2,i,16
CCn1c(SCC(=O)NCc2cccs2)nnc1-c1cccs1,i,-0.1,i,-1,i,-15,i,i,12,i,17
c1ccc(CSc2snnc2-c2ccccc2)cc1,i,2.3,i,14,i,-32,i,i,-1,i,-41
Cc1ccc(CN(C)Cc2cc(=O)oc3cc(C)c(Cl)cc23)cc1,i,-0.5,i,31,i,-3,i,i,4,i,5
CCOC(=O)CNC(=S)N(Cc1ccccc1F)C1CCCCC1,i,-0.6,i,2,i,-10,i,i,-10,i,-5
CCC(C(=O)O)N1C(=O)/C(=C/C(C)=C/c2ccccc2)SC1=S (stereo unspecified),i,-0.3,i,17,i,5,i,i,5,i,-1
CCOC(=O)N/N=C(\CCC(=O)O)c1cccs1,i,-0.1,i,-5,i,-37,i,i,-8,i,23
CCN(CC)c1ccc(C2CC(=O)NC3=C2C(=O)CC(C)(C)C3)cc1 (stereo unspecified),i,-0.2,i,1,i,-9,i,i,-1,i,-13
CCN(CC)CCN1C(=O)c2ccccc2NC1c1ccc(N(C)C)cc1 (stereo unspecified),i,0.0,i,4,i,-7,i,i,5,i,-17
COCCCNC(=O)c1cc2c(-c3ccc(Cl)cc3)nn(C)c2s1,i,.,i,-4,i,-50,i,i,11,i,-72
Cc1cc(OC(C)C)nc(-c2ccccc2O)n1,i,-0.4,i,1,i,-27,i,i,3,i,11
N#CC(c1cccc(C(F)(F)F)c1)(c1ncc(C(F)(F)F)cc1Cl)N1CCOCC1 (stereo unspecified),i,0.8,i,0,i,-21,i,i,3,i,-19
COc1cc(/C=C2/C(=O)ON=C2C)cc(Cl)c1O,i,0.0,i,-4,i,-35,i,i,2,i,3
Cc1nc(C)c(C(=O)O)c(-c2cccs2)c1C(=O)O,i,0.3,i,-5,i,0,i,i,-4,i,-7
Cc1cc(Cl)c(OCCOCCN2CCCCC2)c(Br)c1,i,-0.6,i,2,i,-2,i,i,-2,i,-21
Cc1cc(C(=O)Cn2cnc3cc([N+](=O)[O-])ccc3c2=O)c(C)n1CC1CCCO1 (stereo unspecified),i,0.2,i,-2,i,-47,i,i,-4,i,-21
COc1ccc(NC(=O)CSc2nnc(Cc3ccccc3)c(=O)n2N)cc1OC,i,0.1,i,-4,i,.,i,i,.,i,0
CCCCN1Cc2c(nc3cc(-c4ccccc4)[nH]n3c2=O)C1=O,i,-0.2,i,20,i,-2,i,i,2,i,4
CCCC(=O)Nc1ccc(Cl)c(-c2nc3ncccc3o2)c1,i,1.0,i,1,i,-8,i,i,0,i,-16
CC(C)n1nc(CC(=O)O)c2ccccc2c1=O,i,0.5,i,-5,i,5,i,i,5,i,7
O=C(OCc1ccccc1Cl)c1ccccc1C(=O)c1ccccc1,i,1.3,i,2,i,-5,i,i,2,i,-41

# Following part.
SMILES,MrgX1 antagonist,HIF activator,TRPC4 potent,SKKanGAS inh,TRPC6 inh,KLF5 inhibitor,TRPC6 activator,TRPC4 agonist,IEC-6 tox,TRPC4 inh,aSyn 5UTR inh
CCOC(CNC(=O)c1ccc(CNC(=O)c2ccc(OC)c(OC)c2)cc1)OCC,i,0.0,i,-4,i,-8,i,i,0,i,15
O=C(Nc1ccc2c(c1)ncn2-c1ccccc1)c1ccco1,i,2.0,i,3,i,-59,i,i,6,i,-131
CCOc1ccc2nc(C)cc(Nc3ccc(N4CCOCC4)cc3)c2c1,i,0.5,i,-11,i,-27,i,i,5,i,-18
CC(C)c1ccc(C(=O)OCC(=O)NC2CCCC2)cc1,i,-2.4,i,-2,i,-70,i,i,-6,i,-23
